Assay outcomes (PubChem)
M4 PAM: positive allosteric modulators of human muscarinic M4 receptor | P08173 | CHO-K1 hM4/Gqi5, Fluo-8 calcium fluorescence, ACh EC20; 0% = ACh EC20, 100% = maximal ACh | 0.4% of 360,000 active | activation, % at 3 µM;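 active means activation above its plate's cutoff, the mean activation of sample wells plus 3 SD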; further: some results filed as inactive read as strong as hits
Target sequence (P08173 whole entry, looked up): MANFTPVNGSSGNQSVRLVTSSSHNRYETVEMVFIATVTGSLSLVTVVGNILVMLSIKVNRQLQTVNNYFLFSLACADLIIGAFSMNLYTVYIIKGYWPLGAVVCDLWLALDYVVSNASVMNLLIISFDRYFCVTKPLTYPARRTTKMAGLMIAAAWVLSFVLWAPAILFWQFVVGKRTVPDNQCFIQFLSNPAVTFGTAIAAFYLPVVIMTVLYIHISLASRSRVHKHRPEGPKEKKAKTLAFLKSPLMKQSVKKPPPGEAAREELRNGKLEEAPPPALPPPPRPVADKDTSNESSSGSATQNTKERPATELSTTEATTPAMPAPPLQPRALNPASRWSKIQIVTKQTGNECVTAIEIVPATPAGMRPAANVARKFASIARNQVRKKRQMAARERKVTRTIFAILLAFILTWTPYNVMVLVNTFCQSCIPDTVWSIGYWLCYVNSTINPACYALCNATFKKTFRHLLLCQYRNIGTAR
M5 ag: CHRM5 agonism in calcium assay | CHO-K1 hM5 cells, Fluo-8 calcium fluorescence; 0% DMSO wells, 100% maximal acetylcholine response | activation, % at 3 µM | 0.19% of 360,000 active | AID 624037;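 active means activation above the run's mean over test compounds plus 3 SD, cut at about 23% in these data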;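 further: signal is peak over basal fluorescence ratio across the kinetic read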
CRFBP-R2 agonist: CRF-BP/CRF-R2 complex agonism. HEK293 CRF-R2/CRF-BP, calcium dye fluorescence (FLIPR); percent of saturating CRF peptide response. activation, % at 13.2 µM. 0.46% of 350,000 active. AID 588473;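 active means activation of at least 50%, plus an integration ratio under a set limit after plate pattern correction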;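 further: plate controls were neutral control wells without compound for no effect and CRF at EC100 for full effect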
M4 ag: CHRM4 agonism in calcium assay; 0.14% of 360,000 active; activation, % at 3 µM; CHO-K1 hM4/Gqi5, Fluo-8 calcium fluorescence; vehicle 0%, full acetylcholine response 100%; P08173;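 active means activation above the run mean over all test wells plus 3 SD, cut at about 32% in these data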;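 further: peak over basal fluorescence ratio per well then scaled between controls; 0% = DMSO wells and 100% = acetylcholine at EC100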
M4 antag: CHRM4 antagonism in calcium assay; P08173; CHO-hM4 cells, ACh EC80, Fluo-8 calcium fluorescence; inhibition, % at 3 µM; 0.73% of 360,000 active; AID 624125;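 active means inhibition above its plate's cutoff, the mean inhibition of sample wells plus 3 SD, cut at about 27% in these data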;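 further: 0% = acetylcholine EC80 with DMSO and 100% = DMSO without agonist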
CRFBP-R2 block: blocks CRF-induced signaling of the CRF-BP/CRF-R2 complex. HEK293 CRF-R2/CRF-BP, CRF-induced calcium fluorescence. inhibition, % at 11.8 µM. 0.59% of 350,000 active;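 active means inhibition of the ligand-induced calcium signal above about 50% at the single tested concentration, limit read from the data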
CHRM5 antagonist: antagonists of human muscarinic M5 receptor (CHRM5); 0.59% of 360,000 active; inhibition, % at 3 µM; CHO-hM5 cells, Fluo-8 calcium fluorescence, ACh EC80;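 active means inhibition above a per-plate cutoff, the mean of that plate's test compounds plus 3 SD, cut at about 27% in these data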;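 further: 0% = acetylcholine EC80 with DMSO and 100% = DMSO without agonist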
M5 PAM: positive allosteric modulators of human muscarinic M5 receptor; P08912; activation, % at 3 µM; 0.3% of 360,000 active; CHO-K1 hM5, Fluo-8 calcium, ACh EC20 PAM; 0% = ACh EC20, 100% = ACh EC100; AID 624038;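 active means activation above the run cutoff, the mean activation of all test compounds plus 3 SD, cut at about 18% in these data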
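Assay system – human M5 receptor in CHO-K1 cells · Read-out – % activation, ACh-normalized · Technique – Fluo-8 calcium fluorescence · Dosing – single-point, 3 µM nominal · Incubation – Fluo-8 loading 80 min at 37 °C plus 30 min room temperature · Repeats – singlicate, one well per test compound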
M1 PAM: human CHRM1 positive allosteric modulation. 0.088% of 360,000 active. CHO-K1 hM1, Fluo-8 calcium fluorescence, ACh EC20; 0% = ACh EC20, 100% = maximal ACh. P11229. AID 588819. activation, % at 3 µM; in the data active means activation above about 19%, passing the limit was not always enough
Target sequence (P11229 whole entry, looked up): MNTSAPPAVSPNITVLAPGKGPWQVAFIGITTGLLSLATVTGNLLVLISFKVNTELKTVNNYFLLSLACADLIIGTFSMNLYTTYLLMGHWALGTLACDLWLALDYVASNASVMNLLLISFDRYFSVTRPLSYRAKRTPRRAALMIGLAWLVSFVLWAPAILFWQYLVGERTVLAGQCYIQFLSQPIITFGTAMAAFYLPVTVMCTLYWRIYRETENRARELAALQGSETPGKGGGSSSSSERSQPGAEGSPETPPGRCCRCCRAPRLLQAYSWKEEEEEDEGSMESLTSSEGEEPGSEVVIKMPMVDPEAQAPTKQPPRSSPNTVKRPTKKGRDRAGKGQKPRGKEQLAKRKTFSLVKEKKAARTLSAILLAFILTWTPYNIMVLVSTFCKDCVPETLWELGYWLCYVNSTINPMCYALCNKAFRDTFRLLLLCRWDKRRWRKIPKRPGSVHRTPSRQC
Active calls of the source: *; . = no result given.

SMILES | M4 PAM | M5 ag | CRFBP-R2 agonist | M4 ag | M4 antag | CRFBP-R2 block | CHRM5 antagonist | M5 PAM | M1 PAM
COc1ccc2[nH]c3c(=O)n(CCCC(=O)NC4CCCCC4C)c(=S)[nH]c3c2c1 (stereo not given) | 1 | -1 | 0.3 | 1 | -2 | 3 | -2 | 2 | 8
Cc1ccc(C(=O)Nc2ccon2)cc1S(=O)(=O)N1CCCC1 | -7 | -1 | 0.4 | 1 | 6 | -6 | 3 | -5 | 6
O=C(NCc1cccnc1)c1cccc(C(F)(F)F)c1 | 13 | 1 | 0.3 | 0 | -5 | 2 | -4 | -3 | 10
O=c1cc(NS(=O)(=O)c2ccccc2)nc(SCc2c(Cl)cccc2Cl)[nH]1 | -8 | 1 | -2.8 | 0 | 11 | 16 | 1 | -5 | -10
Nc1ccc(Cc2ccc(N)c(C(=O)O)c2)cc1C(=O)O | 3 | 2 | 0.1 | 1 | -6 | -4 | -4 | -7 | 10
COc1ccc(NC(=O)CSc2ccccn2)c([N+](=O)[O-])c1 | -11 | -14 | -0.8 | 6 | 5 | 16 | 8 | -6 | -8
C/C=C/c1ccc(OCC(=O)OCc2csc(CC(=O)Nc3ccccc3C)n2)c(OC)c1 | 3 | -2 | -0.1 | 1 | 7 | 6 | 4 | -2 | 10
c1ccc(CNc2nc3ccccc3n2CCN2CCOCC2)nc1 | 2 | 3 | -0.1 | 2 | -8 | 11 | -2 | 6 | 7
O=C(C1CCCN(c2ncnc3c2nc2n3CCCCC2)C1)N1CCN(c2ccc(F)cc2)CC1 (stereo not given) | -4 | -2 | -0.1 | 11 | 2 | -7 | 4 | -4 | -2
CCn1ncc(Br)c1C(=O)Nc1ccc(Cl)cn1 | -1 | 1 | -4.1 | 0 | -9 | -23 | 8 | -4 | 7
CS(=O)(=O)Nc1cccc(NC(=O)C2Cc3c(-c4cccc(C(N)=O)c4)ccnc3O2)c1 (stereo not given) | -2 | 1 | . | 0 | 8 | . | 6 | -1 | 3
Clc1ccc(CNCCCSc2ncccn2)cc1 | 0 | -13 | -0.4 | 1 | -6 | 1 | -3 | -6 | 0
Cc1c(Cl)c(C(F)(F)F)nn1CC(=O)N1CCSCC1 | 0 | 0 | -2.5 | 0 | 0 | 6 | -4 | 4 | 1
COc1ccc2c(=O)c3c(=O)n(CCc4ccccc4)c(C(C)C)nc3oc2c1 | -3 | 0 | -1.9 | 0 | 1 | -7 | -3 | 3 | 9
Cc1ccn(C(=O)c2ccc(NC(=O)CC(C)C)cc2)n1 | 3 | -1 | 2.7 | 1 | -3 | -2 | 2 | 1 | 2

Part of the list above in order of length of the SMILES, highest first:
SMILES | M4 PAM | M5 ag | CRFBP-R2 agonist | M4 ag | M4 antag | CRFBP-R2 block | CHRM5 antagonist | M5 PAM | M1 PAM
Cc1c(Cl)c(C(F)(F)F)nn1CC(=O)N1CCSCC1 | 0 | 0 | -2.5 | 0 | 0 | 6 | -4 | 4 | 1
O=C(NCc1cccnc1)c1cccc(C(F)(F)F)c1 | 13 | 1 | 0.3 | 0 | -5 | 2 | -4 | -3 | 10
CCn1ncc(Br)c1C(=O)Nc1ccc(Cl)cn1 | -1 | 1 | -4.1 | 0 | -9 | -23 | 8 | -4 | 7

Additional records follow:
SMILES | M4 PAM | M5 ag | CRFBP-R2 agonist | M4 ag | M4 antag | CRFBP-R2 block | CHRM5 antagonist | M5 PAM | M1 PAM
COC1CCCCC1Nc1ccc(C)c(C)c1 (stereo not given) | 0 | -1 | 1.3 | -1 | 4 | -3 | -6 | 1 | -4
CCOC(=O)CCC(NC(=O)c1ccc(NCN2C(=O)c3ccccc3C2=O)cc1)C(=O)OCC (stereo not given) | 10 | -2 | -2.1 | 1 | -7 | -12 | 4 | -4 | -5
C[C@H]1CN([C@@H](C)CO)C(=O)CCCn2cc(nn2)CO[C@@H]1CN(C)C(=O)Nc1ccc(C(C)(C)C)cc1 | -2 | 0 | 3.8 | -1 | -1 | 20 | -12 | 4 | 1
CCOC(=O)c1c(O)cc(OC)cc1CCc1ccccc1 | 3 | 2 | 1.4 | -2 | -4 | 5 | -3 | -1 | 3
CCCCN1C2CCCC1CC(NC(=O)c1cccc(OC)c1)C2 (stereo not given) | -1 | -1 | -0.1 | 1 | 4 | 6 | 0 | 0 | 4
COc1ccc(C(=O)NCC(=O)OCC(=O)Nc2c(C)n(C)n(-c3ccccc3)c2=O)cc1 | -2 | -1 | 2.2 | 1 | 12 | -13 | -5 | 2 | 7
CC(C)NC(=O)COc1ccccc1C#N | 4 | 3 | -0.2 | 1 | -2 | 1 | 6 | 1 | 7
NS(=O)(=O)c1ccc(NCc2c(F)cccc2Cl)cc1 | 0 | 1 | -3.7 | 4 | -20 | 31 | -11 | 4 | -3
CC1CCC2C(C1)Nc1c(C(=O)O)cccc1C2(C)C (stereo not given) | 8 | -4 | 0.3 | -1 | -14 | 13 | 2 | 8 | 10
COc1ccccc1CCC(=O)Nc1ccc2c(c1)c(=O)n(C)n2C | 2 | -1 | . | 1 | -10 | . | 3 | 0 | 4
O=C1CC(N(O)c2ccccc2)C(=O)N1c1ccc(Cl)c(Cl)c1 (stereo not given) | 3 | 10 | -2.7 | 5 | 4 | -9 | 2 | -1 | 10
O=C(Nc1cccc(C(F)(F)F)c1)c1cc[n+]([O-])cc1 | -11 | -2 | -0.2 | 2 | 25 | 10 | 10 | -6 | 9
COc1ccc(-c2sc3ccccc3c2/C=C/c2ccncc2)cc1 | 3 | -4 | -0.4 | 0 | 9 | -1 | 16 | -18 | 5
O=C(CSc1nc(-c2ccc(Cl)cc2)[nH]c(=O)n1)Nc1cccc(Cl)c1 | -2 | 2 | -1.3 | 1 | 11 | 24 | 0 | 3 | 5
COC(=O)C1(C)NC(c2ccccc2C)C2C(=O)N(c3ccccc3)C(=O)C21 (stereo not given) | -1 | -6 | 2.2 | 1 | -10 | 5 | -2 | 5 | 5

Single records (already shown).
COc1ccccc1CCC(=O)Nc1ccc2c(c1)c(=O)n(C)n2C is listed with M4 PAM: 2; M5 ag: -1; CRFBP-R2 agonist: .; M4 ag: 1; M4 antag: -10; CRFBP-R2 block: .; CHRM5 antagonist: 3; M5 PAM: 0; M1 PAM: 4
O=C(CSc1nc(-c2ccc(Cl)cc2)[nH]c(=O)n1)Nc1cccc(Cl)c1 is listed with M4 PAM: -2; M5 ag: 2; CRFBP-R2 agonist: -1.3; M4 ag: 1; M4 antag: 11; CRFBP-R2 block: 24; CHRM5 antagonist: 0; M5 PAM: 3; M1 PAM: 5
CC(C)NC(=O)COc1ccccc1C#N is listed with M4 PAM: 4; M5 ag: 3; CRFBP-R2 agonist: -0.2; M4 ag: 1; M4 antag: -2; CRFBP-R2 block: 1; CHRM5 antagonist: 6; M5 PAM: 1; M1 PAM: 7

Molecules from the list above with an aryl thioether with sulfur outside any ring:
SMILES | M4 PAM | M5 ag | CRFBP-R2 agonist | M4 ag | M4 antag | CRFBP-R2 block | CHRM5 antagonist | M5 PAM | M1 PAM
O=c1cc(NS(=O)(=O)c2ccccc2)nc(SCc2c(Cl)cccc2Cl)[nH]1 | -8 | 1 | -2.8 | 0 | 11 | 16 | 1 | -5 | -10
COc1ccc(NC(=O)CSc2ccccn2)c([N+](=O)[O-])c1 | -11 | -14 | -0.8 | 6 | 5 | 16 | 8 | -6 | -8
Clc1ccc(CNCCCSc2ncccn2)cc1 | 0 | -13 | -0.4 | 1 | -6 | 1 | -3 | -6 | 0
O=C(CSc1nc(-c2ccc(Cl)cc2)[nH]c(=O)n1)Nc1cccc(Cl)c1 | -2 | 2 | -1.3 | 1 | 11 | 24 | 0 | 3 | 5

(cont.)
SMILES | M4 PAM | M5 ag | CRFBP-R2 agonist | M4 ag | M4 antag | CRFBP-R2 block | CHRM5 antagonist | M5 PAM | M1 PAM
O=[N+]([O-])c1cc(Cl)cc(/C=N/n2cnnc2)c1O | 10 | 15 | 0.7 | 7 | -7 | -4 | 4 | 25* | 0
CCOc1c(Br)cc(CNc2ccc(N3CCN(C(C)=O)CC3)cc2)cc1OC | 2 | 0 | -1.1 | 5 | 11 | 2 | 1 | -3 | 2
COc1ccc(N2CCN(C(c3cc4ccc(C)cc4[nH]c3=O)c3nnnn3C3CCCC3)CC2)cc1 (stereo not given) | -4 | -2 | -0.8 | 0 | 0 | 4 | 6 | -3 | 6
CC(CCc1ccccc1)NC(=O)c1cnc(Cl)c(Cl)c1 (stereo not given) | -5 | -2 | -0.5 | 6 | 2 | 6 | 14 | -7 | -3
NC(=O)CSc1oc(-c2cccs2)nc1S(=O)(=O)c1ccccc1 | 4 | 0 | -2.6 | 1 | -5 | -31 | -1 | -1 | 4
O=C(Nc1ncc(Cc2cccc(Cl)c2)s1)c1ccc([N+](=O)[O-])cc1 | 8 | -1 | 0.5 | 1 | 11 | -40 | 1 | -1 | 3
Cc1cc(C)cc(NC(=S)NCCN(C2CCCCC2)C2CCCC2)c1 | -17 | -10 | 1.4 | 2 | -5 | 2 | 0 | 9 | -6
O=C(NCc1ccc(F)cc1)C(=O)NCC1CCCN1S(=O)(=O)c1ccccc1 (stereo not given) | 4 | 7 | -3.0 | 4 | -5 | -6 | -4 | 3 | 14
O=C1C=C(c2ccc3ncccc3c2)C[C@@H](c2ccc(F)cc2)C1 | 3 | 4 | 0.5 | 11 | 0 | -1 | 16 | -12 | 2
O=S1(=O)Cc2cc3ccccc3cc2C1 | 6 | -4 | -2.5 | 1 | -6 | 11 | 17 | -10 | -2
O=C(NC12CC3CC(CC(C3)C1)C2)N1CCN(c2nc(-c3ccccc3)cs2)CC1 | 18 | 0 | 0.7 | 0 | 3 | -4 | 4 | -3 | 1
O=C(O)/C=C/C(=O)Nc1ccc(N2CCOCC2)nc1N1CCOCC1 | 2 | 0 | 1.1 | 1 | -8 | 0 | 8 | -3 | -1
COc1ccc(Cl)cc1C(=O)OCC(=O)c1ccc[nH]1 | 2 | 2 | 0.7 | 3 | -7 | -4 | 4 | -8 | -6
CN(C(=O)CSc1cc(Cl)ccc1Cl)C1CCS(=O)(=O)C1 (stereo not given) | 8 | -2 | -0.1 | 2 | -12 | -7 | 3 | 3 | 23
CCOC(=O)c1oc2ccccc2c1COC(=O)CNC(=O)c1ccccc1 | -6 | 0 | 0.5 | 2 | 2 | -26 | 2 | 0 | -1
CC(C)CN=C(NS(=O)(=O)c1ccccc1)C(Cl)(Cl)Cl | 4 | -3 | -1.5 | 0 | 4 | -7 | -3 | 4 | 3
CC(=O)C1=C(C)Nc2ncnn2C1c1ccc(Cl)cc1Cl (stereo not given) | 9 | -14 | 3.1 | 2 | 0 | -11 | -4 | 9 | 3
COC(=O)c1cc(NC(=O)CN2CCOCC2)cc(C(=O)OC)c1 | -5 | -1 | -1.7 | 0 | -8 | 4 | 0 | -4 | 3
O=C(Cn1cnc2c(OCc3ccccc3)ncnc21)N[C@H](CO)Cc1cc2ccccc2[nH]1 | -4 | 0 | -0.4 | 1 | -4 | -2 | 4 | -1 | 1
CCOC(=O)c1c(-c2ccccc2)cn2c(C)cc(C)nc12 | 7 | -3 | -7.0 | 0 | -11 | 21 | 5 | -12 | 1
Brc1ccc2c(c1)CN1CCCC1=N2 | 0 | -7 | 4.4 | 2 | -6 | -10 | -8 | 5 | -2
